Screens from PubChem.
SKBR3 24h inh: SK-BR-3 proliferation inhibitors, primary screen, cell-based, human, 24 h; AID 847, 2007; viability, % at 10 µM; SK-BR-3 viability, CellTiter-Glo ATP luminescence; hits give low values; 41,000 compounds, 0.47% hits;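 active = viability at or below the median of all test compounds minus 3 SD, in both replicates if run twice, cut at about 45% in these data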;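 also: 100% = median untreated cell wells and 0% = median positive control drug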
An asterisk follows results filed as active.

SMILES	SKBR3 24h inh
S=c1[nH]c2ccc(Cl)cc2[nH]1	96.7
O=C(Nc1ccc2c(c1)OCO2)C1CCN(S(=O)(=O)c2cccc3cccnc23)CC1	79.2
CCSc1nc2c(c(=O)n1CC)SC(C)C2 (configuration not stated)	89.7
Cc1nc(CSc2nnc3scc(-c4ccccc4)n23)cs1	101.9
O=C1C(Cl)=C(N2CCN(Cc3ccccc3)CC2)C(=O)N1c1ccccc1	98.2
COc1ccc(CNC(=O)c2ccc(NS(=O)(=O)c3c(C)noc3C)cc2)cc1	74.2
Cc1c(NS(=O)(=O)c2cccs2)c(=O)n(-c2ccccc2)n1C	78.7
CC1CN(S(=O)(=O)c2ccc(Cl)c(C(F)(F)F)c2)CC(C)O1 (configuration not stated)	89.8
COc1ccc(CCn2c(N)c(C(=O)NCc3ccco3)c3nc4ccccc4nc32)cc1OC	91.1
COCC(=O)Nc1nc2n(n1)C(c1ccc(OC)cc1)CC(c1ccc(OC)cc1)N2 (configuration not stated)	78.2

Another view of 4 compounds above.
| molecule | SKBR3 24h inh |
| --- | --- |
| S=c1[nH]c2ccc(Cl)cc2[nH]1 | 96.7 |
| O=C(Nc1ccc2c(c1)OCO2)C1CCN(S(=O)(=O)c2cccc3cccnc23)CC1 | 79.2 |
| COc1ccc(CCn2c(N)c(C(=O)NCc3ccco3)c3nc4ccccc4nc32)cc1OC | 91.1 |
| COc1ccc(CNC(=O)c2ccc(NS(=O)(=O)c3c(C)noc3C)cc2)cc1 | 74.2 |

Other structures follow:
SMILES	SKBR3 24h inh
CN1C(=O)N(C)C2(c3ccccc3)N(C)C(=O)NC12c1ccccc1 (configuration not stated)	114.7
Cc1cc(=O)oc(C)c1C(=O)NCCc1ccccc1	86.8
Cn1c(=O)c2c(nc(N3CCOCC3)n2CC(=O)C23CC4CC(CC(C4)C2)C3)n(C)c1=O	104.4
CO/N=C(\C(=O)N[C@@H]1C(=O)N2C(C(=O)O)=C(COC(C)=O)CS[C@H]12)c1csc(N)n1 (stereo in doubt)	97.1
CS(=O)(=O)Nc1ccc([N+](=O)[O-])cc1Oc1ccccc1	80.6
Cc1ccc2cccc(OC(=O)c3ccc4c(c3)OCCO4)c2n1	97.2
CC(=O)Nc1cc2c(=O)n(Cc3ccccc3)c(C)nc2cc1N1CCOCC1	107.3
Cc1cc(NC(=O)CCN2C(=O)c3ccccc3C2=O)no1	139.3
Cc1nc2ncnn2c(C)c1CCC(=O)Nc1ccc(S(=O)(=O)N2CCCCCC2)cc1	71.7
CC(=O)Nc1ccc(Nc2ncnc3c2cnn3-c2ccccc2)cc1	93.6
CN(c1cccc(NC(=O)c2ccccc2N(C)S(C)(=O)=O)c1)S(C)(=O)=O	91.2
Cn1c(=O)c2c(nc(NC3CCCCC3)n2CC(=O)C23CC4CC(CC(C4)C2)C3)n(C)c1=O	74.9
COc1ccc(C2C3=C(CC(C)(C)CC3=O)N(CCN3CCOCC3)C3=C2C(=O)CC(C)(C)C3)cc1	81.7
O=C(NC1CS(=O)(=O)CC1NCc1ccccc1)c1ccccc1 (configuration not stated)	83.0
Cc1nc(NCCCn2ccnc2)c2oc3ccccc3c2n1	60.9
O=C(CC1Nc2ccccc2NC1=O)NC1CCCCC1 (configuration not stated)	128.5
COc1ccccc1-n1nnnc1SCc1ccccc1	91.2
Cc1cc(NC(=O)Nc2ccc(F)c(Cl)c2)no1	94.7
O=C(c1ccc2c(c1)OCCO2)C1CCN(C(=O)c2ccc(F)cc2)CC1	78.2
Cc1nn(CCO)c2c1C(=O)CCC2	80.9

Shown as a markdown table: 7 of the compounds above
| SMILES | SKBR3 24h inh |
| --- | --- |
| O=C(c1ccc2c(c1)OCCO2)C1CCN(C(=O)c2ccc(F)cc2)CC1 | 78.2 |
| O=C(Nc1ccc2c(c1)OCO2)C1CCN(S(=O)(=O)c2cccc3cccnc23)CC1 | 79.2 |
| CCSc1nc2c(c(=O)n1CC)SC(C)C2 (configuration not stated) | 89.7 |
| Cc1cc(NC(=O)Nc2ccc(F)c(Cl)c2)no1 | 94.7 |
| Cn1c(=O)c2c(nc(N3CCOCC3)n2CC(=O)C23CC4CC(CC(C4)C2)C3)n(C)c1=O | 104.4 |
| CS(=O)(=O)Nc1ccc([N+](=O)[O-])cc1Oc1ccccc1 | 80.6 |
| Cc1nc(CSc2nnc3scc(-c4ccccc4)n23)cs1 | 101.9 |

The listing continues.
SMILES	SKBR3 24h inh
O=C(NCc1ccccc1)N1CCC(c2nc3ccccc3[nH]2)CC1	102.2
Cc1ccc2cc(CN(CCN3CCCC3)C(=O)Nc3ccc(F)cc3)c(=O)[nH]c2c1C	76.4
CCOC(=O)CCc1c(C)nc(SCCCn2c(=O)[nH]c3ccccc32)c(C#N)c1C	85.4
O=C1N=C(N2CCOCC2)CS1	102.6
O=C(CNS(=O)(=O)c1cccs1)Nc1ccc2c(c1)OCCO2	66.2
Cc1cc(C)c(NC(=O)C2CCCN2CCO)c(C)c1 (configuration not stated)	85.7
COc1ccc(C(=O)N2CCSC2=S)cc1OC	87.3
O=C(CSc1nnc(COc2ccccc2)n1Cc1ccco1)c1ccc(F)cc1	79.3
c1ccc(C2=Nn3c(nnc3-c3cc(-c4ccccc4)n[nH]3)SC2)cc1	84.7
CCOC(=O)N1CCN(C(=O)CSc2nnc(-c3cc(OC)ccc3OC)o2)CC1	82.9
O=C(NCCN1CCOCC1)c1ccncc1	89.0
CCn1c(=N)c(C(=O)OC)cc2c(=O)n3ccccc3nc21	74.2
CC(C)(C)OC(=O)NCCC(=O)Oc1ccc2ccc(=O)oc2c1	88.1
Cc1nc(SCC(=O)Nc2cccc(Cl)c2)n[nH]1	86.3
O=C(CSc1nnc(-c2cnccn2)n1Cc1ccco1)c1ccc(Cl)cc1	64.7
CCOC(=O)c1ccc(S(=O)(=O)n2c(CN3CCCCC3)nc3ccccc32)cc1	91.5
CC1CC=C2C(C#N)=C(N)C(C#N)(C#N)C(c3cccs3)C2C1 (configuration not stated)	77.0
CCN(CC)CCOC(=O)c1c(C)n(C)c2ccc(OC)cc12	78.8
Cc1ccnc2c1NC(=O)c1cccnc1N2C1CC1	90.2
Cn1c(=O)c2c(nc(Br)n2Cc2ccc3ccccc3c2)n(C)c1=O	85.2
C=CCn1c(SCC(=O)Nc2cc3oc4ccccc4c3cc2OC)nnc1-c1cnccn1	85.2
CCN(CC)C(=O)c1cc(-c2ccccc2OC)on1	58.8
CCOC(=O)c1ccc(S(=O)(=O)N2CCC(C(=O)OCC)CC2)cc1	73.9
O=S(=O)(c1ccc(S(=O)(=O)N2CCN(Cc3ccccc3)CC2)cc1)N1CCOCC1	86.8
COCCCn1c(=N)c(C(=O)NCc2ccc3c(c2)OCO3)cc2c(=O)n3ccccc3nc21	65.5
O=C(COc1ccc2oc3c(c2c1)CCCC3)Nc1ccccn1	101.0
N#Cc1ccccc1Cn1c(=O)n(Cc2ccc(C(=O)NCc3ccco3)cc2)c(=O)c2ccccc21	59.7
Nc1nc(Nc2cccc(C(F)(F)F)c2)nc(C(F)(F)F)n1	87.2
CC(C)(O)C#Cc1ccccc1C(=O)NC(CC(N)=O)C(=O)O (configuration not stated)	86.2
Cc1csc(SCC(=O)Nc2c(C)n(C)n(-c3ccccc3)c2=O)n1	89.2
CN(C)S(=O)(=O)c1ccc(C(=O)Nc2ccc(OCC(=O)N3CCOCC3)cc2)cc1	89.3
O=C(Nc1nc2c(Cl)cccc2s1)c1ccc(Br)o1	72.9
O=c1c2c(nc3nc(SCc4ccccc4)[nH]n13)CCC2	98.6
O=C(O)CNC1=NCCC1	98.8
CC(C)C(NS(=O)(=O)c1ccc(Br)s1)C(=O)O (configuration not stated)	91.9
CN1C(=C2C(=O)OC(C)(C)OC2=O)Sc2ccccc21	45.2
Cc1nc(NC(=O)c2cc3c(s2)CCCCC3)sc1C(=O)N(C)C	90.6
CCOC(=O)N1CCN(Cc2nc(-c3ccc(C)cc3)no2)CC1	100.3
CCOCCCNC(=O)CN1CCN(c2ccc(F)cc2)CC1	95.5
N#Cc1ccccc1NC(=O)COC(=O)c1ccc(S(=O)(=O)N2CCCC2)cc1	98.9
COc1ccc(S(=O)(=O)Nc2ccc(NC(C)=O)cc2)cc1OC	88.2
C/C=C/Cn1c(SCc2ccccc2)nc2c1c(=O)[nH]c(=O)n2C	83.4
CCOC(=O)C(Oc1ccc(=O)[nH]n1)C(C)=O (configuration not stated)	90.5
Cc1cc(N2CCN(c3ccccc3)CC2)nc(-n2nc(C)cc2C)n1	97.0
Cc1cccn2cc(CNC(=O)CC3CCCC3)nc12	73.4
COCCn1c(SCC#N)nnc1-c1ccccc1O	80.7
CCOc1ccccc1-c1nnc(SCC(=O)Nc2ccccc2)o1	82.0
[O-][n+]1onc2c1C(N1CCOCC1)CCC2N1CCOCC1 (configuration not stated)	118.4
CN(Cc1nc(-c2ccccn2)no1)S(=O)(=O)c1ccc(Br)cc1	97.6
c1ccc(-n2nnnc2SCc2cn3ccccc3n2)cc1	102.7

Remaining list, next part.
SMILES	SKBR3 24h inh
COc1ccc(N=c2oc3c(OC)cccc3cc2C(=O)NCc2ccco2)cc1OC	85.0
COc1ccc(C(=O)NCC2OCCc3ccccc32)c(O)c1 (configuration not stated)	101.2
O=C(O)CCC(=O)NC1CCCCCCC1	97.8
Cc1cc(NS(=O)(=O)c2ccc(NC(=O)C(C)N3C(=O)c4ccccc4C3=O)cc2)nc(C)n1 (configuration not stated)	96.7
COc1ccc(-c2nc(-c3ccc(NC(=O)c4ccc(Br)o4)cc3)no2)cc1OC	66.9
CC1CC(C)CN(CC(=O)Nc2ccc(S(N)(=O)=O)cc2)C1 (configuration not stated)	98.0
CC1(Cc2cn(CCC#N)c3ccccc23)OCCO1	118.9
O=C(O)CCC(=O)Nc1ccc2c(c1)oc1ccccc12	98.6
CCCC1=C(C(=O)OCC)C(c2ccc(O)cc2)n2ncnc2N1 (configuration not stated)	106.2
COCCCNC(=O)CCn1c(=O)c2ccccc2n(CC(=O)Nc2ccc(C)cc2C)c1=O	83.2
CCOC(=O)C1CCCN(CC(=O)NC2=Nc3ccccc3N=C(C)C2c2ccccc2)C1 (configuration not stated)	73.6
NC(=O)C1(N2CCCCC2)CCN(C(=O)Nc2ccccc2C(F)(F)F)CC1	80.2
O=C(CN1CCN(c2ccc(Cl)cc2)CC1)Nc1cccc(F)c1	67.2
COC(=O)c1ccc(Cn2nnc3c(sc4nc(N5CCOCC5)c5c(c43)CCCC5)c2=O)o1	118.0
CC1=CCC(C(=O)O)C(C(=O)O)C1 (configuration not stated)	93.8
CCOC(=O)c1cnc(-n2cc(C)cn2)nc1NCc1ccc2c(c1)OCO2	73.4
O=C(CN1C(=O)CSC1=O)NCc1ccccc1	82.9
O=C(CSc1nnc(-c2cccs2)o1)OC1CCCCC1	73.2
Cc1nnc2sc(-c3cc4ccccc4o3)nn12	94.8
CCOc1cc(C2NC(=O)NC(C)=C2C(=O)OCc2ccccc2)ccc1O (configuration not stated)	110.2
Cc1cccn2c(=O)c3cc(C(=O)N4CCc5ccccc5C4)n(C)c3nc12	71.4
COc1ccccc1C1CC(=O)NC(C)=C1C(=O)OCC(C)C (configuration not stated)	94.7
Cc1c(CN(C)C)c2c(n1C)C(=O)c1ccc(Br)cc1-2	82.9
CCOC(=O)Cc1csc(NC(=O)CSc2nnc(Cc3csc(N)n3)n2C)n1	86.5
O=C(CCn1[nH]c(=O)c2ccccc2c1=O)NCCO	116.9
CCc1c(C)c2nncn2[nH]c1=O	120.8
CNS(=O)(=O)c1cc(OC)ccc1OC	98.1
COc1ccc(C2C3=C(CC(C)(C)CC3=O)Nc3c2c(=O)[nH]c(=O)n3Cc2ccccc2)cc1 (configuration not stated)	82.8
COCCNC(=O)COC(=O)CSCc1nc2ccccc2s1	96.5
CCCCN1C(=O)NC(NC(C)=O)(C(F)(F)F)C1=O (configuration not stated)	82.2
CCN(CC)CCCOc1nc(C)nc2c1oc1ccccc12	79.3
COC(=O)[C@@H](NC(=O)N1CCN(c2cccc(C(F)(F)F)c2)CC1)C(C)C	103.8
CC1(C)CC(=O)C(Sc2nnc(-c3ccc(O)cc3)n2CC2CCCO2)C(=O)C1 (configuration not stated)	99.2
Cc1ccc2c(c1)nnn2C1CCN(S(=O)(=O)c2ccc(C(=O)N(C)C)cc2)CC1	93.9
CCn1c(N2CCC(Cc3ccccc3)CC2)nc2c1c(=O)[nH]c(=O)n2C	63.5
CCOc1ccccc1NC(=O)c1ccccc1NS(C)(=O)=O	97.0
O=C(c1ccc(C(F)(F)F)cc1)N1CCCCC1	100.6
Cc1nc2ccc(Cl)cc2nc(C)/c1=N\O	80.4
C=CCN=C(C)C1=C(O)CCC1=O	81.0
Cn1c(CCN2CCOCC2)nc2cc(NC(=O)COc3ccccc3)ccc21	106.5
COC(=O)[C@H](CC(C)C)NC(=O)NC1CCCc2ccccc21 (some centres not stated)	91.1
CCOC(=O)Cn1c(CN(C)Cc2ccccc2)nc2c1c(=O)n(C)c(=O)n2C	106.5
CN(C)c1ccc(-c2nn3c(-c4ccccc4Cl)nnc3s2)cc1	83.0
Cc1nnc(SCC2CCCO2)n1-c1ccccc1 (configuration not stated)	95.9
O=C(O)C1CCCN1C(=O)Nc1ccc(F)cc1 (configuration not stated)	51.2
COc1ccc(Nc2nc(C)cc(C)c2C(N)=O)c(OC)c1	94.4
Oc1ccc(C(=S)N2CCCCC2)cc1Cl	91.7
N#Cc1nc(-c2cccs2)oc1NCCc1ccccc1	96.6
CCOC(=O)N1CCN(S(=O)(=O)c2cc(OCC(N)=O)c(C)cc2Cl)CC1	94.0
CCOC(=O)C1=CSC2=NS(=O)(=O)CCN12	87.8

New compounds follow
SMILES	SKBR3 24h inh
CCOc1ccc(NC(=O)CN2C(=O)C3CC=CCC3C2=O)cc1 (configuration not stated)	99.6
CCc1nnc(NC(=O)c2ccc(S(=O)(=O)N3CCCCC3C)cc2)s1 (configuration not stated)	93.7
Cc1cc2cc(C(c3nnnn3Cc3ccco3)N3CCc4ccccc43)c(=O)[nH]c2cc1C (configuration not stated)	87.0
COc1ccc(OC)c(C2C(C(N)=O)=C(C)Nc3nc(-c4cccc(Cl)c4)nn32)c1 (configuration not stated)	66.5
COC(=O)CSc1nc2cc3c(cc2cc1C)OCCO3	92.9
Cc1nnc(SCC(=O)NCc2ccccc2)s1	99.2
COc1ccc(N2C(=O)CC(N3CCN(c4nc5ccccc5s4)CC3)C2=O)cc1 (configuration not stated)	95.5
CCS(=O)(=O)n1nc(NCc2cccc(OC)c2)nc1NCc1cccc(OC)c1	103.1
O=C(CC(Nc1ccc(F)cc1)C(=O)O)c1ccccc1 (configuration not stated)	96.0

Not all compounds are listed; the hit share may differ from the screen's.
